Screening results: PubChem, several laboratories
HIF act: HIF pathway transcriptional activation | activation, % at 7.5 µM (by protocol) | 0.32% of 300,000 active | U2OS HRE-luciferase reporter, luminescence; normalized: DMSO 0%, desferrioxamine 100% | AID 1910;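 active = mean activation of at least 10% of the iron chelator positive control signal, with at least half of replicates also reaching 10%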
aSyn 5UTR inh: 5' untranslated region of α-synuclein, MLPCN primary screen; AID 1813; inhibition, % (tested at 7.5 µM); alpha-synuclein 5'UTR reporter, inhibitor activity; 0.82% of 300,000 active; in the data active = inhibition above about 60%;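 note: H4 neuroglioblastoma cells stably carrying SNCA 5'UTR luciferase fusion; 0% = DMSO wells and 100% = positive control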
SKKanGAS inh: SKKanGAS growth inhibition; S. pyogenes SKKanGAS, kanamycin growth, BacTiter-Glo, 6 h; inhibition, % at 7.5 µM; 1.3% of 300,000 active;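 active = mean replicate score, as percent of positive control median, at least 50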;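 note: strain carries kanamycin resistance gene driven by streptokinase promoter and grows in 40 µg/ml kanamycin; loss of luminescence reflects streptokinase promoter inhibition or plain growth inhibition; 0% = median of DMSO wells and 100% = positive control at its reference dose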
TRPC6 act: activators of mouse TRPC6 channel | Q61143 | HEK293-TRPC6 membrane potential dye fluorescence; stronger effect = higher value | B-score at 10 µM | 0.13% of 310,000 active | AID 2550;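 active = B-score of the integrated fluorescence ratio above library mean plus 3 SD, and starting fluorescence ratio within library mean plus 5 SD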;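 note: higher score means more depolarization so channel activation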
Target sequence (Q61143 whole entry, looked up): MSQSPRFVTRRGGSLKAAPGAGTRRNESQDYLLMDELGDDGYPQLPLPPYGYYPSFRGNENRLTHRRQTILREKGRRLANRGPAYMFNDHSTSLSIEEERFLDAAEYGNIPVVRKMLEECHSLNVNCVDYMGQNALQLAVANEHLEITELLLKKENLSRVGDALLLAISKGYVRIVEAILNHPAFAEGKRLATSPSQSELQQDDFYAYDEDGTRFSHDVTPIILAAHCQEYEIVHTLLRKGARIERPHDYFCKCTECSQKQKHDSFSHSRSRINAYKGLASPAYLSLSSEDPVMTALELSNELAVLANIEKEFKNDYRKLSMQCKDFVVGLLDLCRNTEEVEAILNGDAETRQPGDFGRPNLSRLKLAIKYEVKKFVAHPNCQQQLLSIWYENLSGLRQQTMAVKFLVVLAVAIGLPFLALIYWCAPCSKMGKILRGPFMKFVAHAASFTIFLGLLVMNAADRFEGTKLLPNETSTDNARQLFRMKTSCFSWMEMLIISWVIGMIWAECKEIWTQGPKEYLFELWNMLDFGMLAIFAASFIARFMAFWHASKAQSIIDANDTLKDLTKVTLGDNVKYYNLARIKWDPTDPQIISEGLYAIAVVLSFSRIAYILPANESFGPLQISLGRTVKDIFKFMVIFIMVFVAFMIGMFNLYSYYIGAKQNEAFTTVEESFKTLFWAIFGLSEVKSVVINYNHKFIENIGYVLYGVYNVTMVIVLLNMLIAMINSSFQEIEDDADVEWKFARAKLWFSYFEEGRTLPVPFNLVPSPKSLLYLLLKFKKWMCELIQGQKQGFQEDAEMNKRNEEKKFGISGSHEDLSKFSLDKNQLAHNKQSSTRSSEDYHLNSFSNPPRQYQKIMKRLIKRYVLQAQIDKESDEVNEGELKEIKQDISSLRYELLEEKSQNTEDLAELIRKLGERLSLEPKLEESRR
KLF5 inhibitor: inhibitors of KLF5 expression | DLD-1 KLF5 promoter-luciferase reporter, luminescence | 0.23% of 290,000 active | inhibition, % at 5 µM | AID 1700;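 active = inhibition above a per-plate limit of that plate's mean compound inhibition plus 3 SD, cut at about 60% in these data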;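 note: 0% = DMSO wells and 100% = LY294002 at 200 µM; higher means less KLF5 promoter-driven luciferase light; inactives centre near -14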
TRPC6 inh: blocks the mouse TRPC6 cation channel. Q61143. HEK293-TRPC6, membrane potential dye, ACh-evoked depolarization; stronger effect = lower value. B-score at 10 µM. 1.1% of 310,000 active. AID 2553;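 active = B-score under library mean minus 3 SD, initial fluorescence not abnormally high, positive integrated signal ratio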;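 note: B-score derived from integrated fluorescence ratio over the kinetic read; more negative B-score means stronger inhibition of depolarization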
MrgX1 antag: human MrgX1 receptor antagonism, primary screen; Q96LB2; MRGX1-HEK293 calcium flux, Fluo-4, BAM8-22 antagonism; stronger effect = lower value; B-score at 10 µM; 1.3% of 310,000 active; AID 588676;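 active = calcium-response B-score plate-corrected more than 3 library SD below zero, starting fluorescence within 5 deviations, no agonist response on first addition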;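 note: peak minus trough fluorescence over baseline after final BAM8-22 challenge near maximal dose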
TRPC4 PAM: TRPC4 (mouse) allosteric potentiation; 0.42% of 310,000 active; B-score at 10 µM; HEK293 TRPC4beta/mu-opioid, DAMGO EC20, Fluo-4 Ca2+ flux; stronger effect = higher value; AID 2227; Q9QUQ5;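 active = B-score of calcium response area above 5 SD of library B-scores, with initial fluorescence ratio within 5 SD of library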;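 note: B-score of integrated fluorescence ratio over time as area under calcium response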
TRPC4 agonist: activators of mouse TRPC4 channel | B-score at 10 µM | HEK293 TRPC4beta/mu-opioid, Fluo4 calcium fluorescence; stronger effect = higher value | 0.49% of 310,000 active | Q9QUQ5 | AID 2237;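 active = B-score above 5 SD of library B-scores, and initial fluorescence ratio not above library mean plus 5 SD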;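 note: positive B-score marks a calcium rise read as TRPC4 activation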
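Material: HEK293 stable line with TRPC4beta plus mu-opioid receptor; technique: Fluo4 calcium-sensitive dye fluorescence, kinetic, 1 Hz baseline; timing: Fluo4 dye loading 45 min at room temperature, 110 s recording; controls: assay buffer as low control, maximal DAMGO as high control; read-out: integrated baseline-normalised fluorescence ratio, converted to per-well B score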
IEC-6 cytotox: counter-screen for KLF5 inhibitors: cytotoxicity in IEC-6 cells | IEC-6 cytotoxicity, luminescence viability | inhibition, % at 5 µM | 0.78% of 290,000 active | AID 1825; in the data active = inhibition above about 22%;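 note: 0% = plate median of test compound wells and 100% = cytotoxic reference compound wells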
TRPC4 inh: inhibitors of mouse TRPC4 channel. Q9QUQ5. HEK293 TRPC4beta/mu-opioid, DAMGO-evoked Fluo4 calcium flux; stronger effect = lower value. B-score at 10 µM. 0.39% of 300,000 active;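 active = B-score over 3 SD under the library average, no early fluorescence shift, positive overall ratio signal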
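Material: HEK293 cells with stable TRPC4beta plus mu-opioid receptor expression; probe or stimulus: DAMGO in two steps, submaximal then maximal; technique: Fluo4 calcium fluorescence by kinetic imaging, 5 s 1 Hz baseline; measure: integrated fluorescence ratio relative to baseline, converted to per-well B score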
* hit, by the source's call; i = inactive; x = no result given.

SMILES	HIF act	aSyn 5UTR inh	SKKanGAS inh	TRPC6 act	KLF5 inhibitor	TRPC6 inh	MrgX1 antag	TRPC4 PAM	TRPC4 agonist	IEC-6 cytotox	TRPC4 inh
Cn1nnnc1SCCNCc1ccccc1OCc1ccc(Cl)cc1	-23	-28	2	i	-19	i	i	i	i	3	-7*
COCCNC(=S)Nc1ccccn1	-0.7	3	-4	i	-15	i	i	i	i	-1	i
COc1ccc2[nH]c(C)c(CCN(Cc3cccs3)C(=S)Nc3ccccc3)c2c1	0.7	16	10	i	-4	i	i	i	i	2	i
CC(C)(C)NC(=O)Cn1nnc(-c2ccccc2NC(=O)c2cnccn2)n1	-0.5	4	-8	13*	-4	-7.1*	i	i	i	-3	i
CC(C)[C@@H](C(=O)N[C@@H](C(=O)O)c1ccccc1)N1C(=O)N2CCc3c([nH]c4ccccc34)[C@@]2(C)C1=O	-0.4	-5	-1	i	-4	i	i	i	i	1	i
Cc1cc(C(F)F)n2nc(C(=O)O)nc2n1	-0.3	12	5	i	25	i	i	i	i	1	i
CN(c1ccc(C(=O)NCc2ccncc2)cc1)S(C)(=O)=O	-0.1	-6	-2	i	-8	i	i	i	i	8	i
N#CC(Cc1ccccc1)(Cc1ccccc1)C(=O)NN	-1.8	5	12	i	-30	i	i	i	i	-5	i
COCC(COS(N)(=O)=O)Cc1ccccc1 (stereo unspecified)	-0.5	10	2	i	-4	i	i	i	i	-5	i
CN(c1ccccc1)S(=O)(=O)c1ccc(NC(=O)c2ccccc2C(=O)O)cc1	-0.3	-11	0	i	x	i	i	i	i	x	i
Cc1ccc(N(CC(O)Cn2c3ccccc3c3ccccc32)S(C)(=O)=O)c(C)c1 (stereo unspecified)	-1.4	-5	-1	i	-9	i	i	i	i	0	i
CN(C)c1ccc(C2/C(=C(/O)c3ccccc3)C(=O)C(=O)N2CCCC(=O)O)cc1 (stereo unspecified)	0.4	4	-13	i	3	i	i	i	i	-4	i
C/C(=N/NS(=O)(=O)c1ccc(Cl)cc1)c1ccncc1	-0.3	5	-8	i	-6	i	i	i	i	7	i
O=C(CN1CCOCC1)NCCc1ccccc1	0.7	2	-2	i	-7	i	i	i	i	2	i
CN1C(=S)SC(C)(NO)C1(C)C (stereo unspecified)	0.2	13	-3	i	-2	i	i	i	i	2	i
CC1(C(=O)O)CCC(C(=O)Nc2ccccc2)C1(C)C (stereo unspecified)	-0.4	-6	3	i	-13	i	i	i	i	0	i
Cc1cc(C)nc(SCCC(=O)Nc2cccc3ccccc23)n1	-0.3	-9	-1	i	-4	i	i	i	i	-1	i
O=C1CCN(S(=O)(=O)c2ccc(Br)cc2)CCN1	-0.6	-12	0	i	-13	i	i	i	i	1	i
Clc1ccc(-c2nnc(CSc3nnc(-c4cccs4)o3)o2)cc1	0.2	-44	-3	i	-2	i	i	i	i	1	i
CCC(=O)N1CCN(c2nc3ccccc3s2)CC1	3.1	-105	1	i	-169	i	i	i	i	-3	i
CCN(CC)C(=O)Cn1cc(S(=O)(=O)Cc2cccc([N+](=O)[O-])c2)c2ccccc21	-0.4	24	6	i	-23	i	i	i	i	-2	i
COC(=O)c1ccc(C(=O)OC)c(NC(=O)C2CCCO2)c1 (stereo unspecified)	-1.3	-4	-3	i	-10	i	i	i	i	3	i
Cc1cccc(Cl)c1NC(=O)N1CCCN(c2nc3ccc(Cl)cc3s2)CC1	-0.1	-35	6	i	-23	i	i	i	i	-9	i
CC1(C)CC(=O)C(C=Nc2ccccc2Sc2ccccc2)=C(O)C1	-0.1	17	5	i	-9	i	i	i	i	-3	i
CCN1CCN(C(=S)Nc2cc(C(=O)OC)ccc2C(=O)OC)CC1	-0.2	8	-2	i	-28	i	i	i	i	-3	i
SMILES	HIF act	aSyn 5UTR inh	SKKanGAS inh	TRPC6 act	KLF5 inhibitor	TRPC6 inh	MrgX1 antag	TRPC4 PAM	TRPC4 agonist	IEC-6 cytotox	TRPC4 inh
CCOc1ccc(S(=O)(=O)NCc2ccc(Cl)cc2)c2cccnc12	-2.0	13	0	i	3	i	i	i	i	7	i
CC(=O)Nc1sc(NC(=O)c2ccc([N+](=O)[O-])cc2)nc1-c1cccs1	0.1	-4	56*	i	-5	i	i	i	i	8	i
CC1CC(C)CN(CCCNC(=O)c2ccc(N3CCCC3=O)cc2)C1 (stereo unspecified)	x	-9	2	i	-11	i	i	25*	i	-2	i
Cc1c(C)c2c(OCC(=O)N[C@@H](CC(C)C)C(=O)O)cc3c(c2oc1=O)CCC(C)(C)O3	-5.2	-14	9	i	-10	i	i	i	i	5	i
COc1ccc(CCNS(=O)(=O)c2cc3c4c(c2)CCN4C(=O)CC3)cc1OC	-0.8	16	0	i	x	i	x	i	i	x	i
CC(C)(C)c1ccc(OCC(=O)NCCN2CCOCC2)cc1	1.8	-1	-2	i	-14	i	i	i	i	0	i
c1ccc(CSc2nc3ccccc3[nH]2)cc1	2.4	-116	-4	i	-105	i	i	i	i	-4	i
O=C1CC(c2ccc(Br)cc2)NC(c2ccc(Br)cc2)C1c1ccccc1 (stereo unspecified)	-1.5	4	13	i	7	i	i	i	i	-2	i
COc1ccc(NC(=O)CC(c2ccccc2)c2ccco2)cc1 (stereo unspecified)	0.5	-33	1	i	-11	i	i	i	i	-1	i
O=C(NC(=O)c1ccc(F)cc1)Nc1nc(-c2cccs2)cc(C(F)(F)F)n1	0.6	51	0	i	-8	i	i	i	i	-1	i
COCCNC(=O)CN(C(=O)c1ccc(N2CCCC2)nc1)c1ccccc1	x	x	1	i	-30	i	i	i	i	1	i
CCCS(=O)(=O)Nc1cccc(-c2nc3cccnc3s2)c1	3.3	-48	-14	i	-36	i	i	i	i	3	i
CCCN1CCC(NC(=O)Cc2ccccc2C)CC1	-4.1	0	4	i	-26	i	i	i	i	-6	i
CN1CCN(C(=O)/C(=C/c2cn(S(=O)(=O)N(C)C)c3ccccc23)NC(=O)c2ccccc2)CC1	0.1	-24	-1	i	-16	i	i	i	i	-4	i
CNC(=O)C1CC(=O)N(CCc2ccc(OC)c(OC)c2)C(=Nc2ccc(F)cc2)S1 (stereo unspecified)	-0.4	32	1	i	-14	i	i	i	i	-2	i
CC(C)CCN(CCC(C)C)CC(O)Cn1c2ccccc2c(=O)c2ccccc21 (stereo unspecified)	-1.4	-3	2	i	-8	i	i	i	i	-1	i
CCn1cnc2sc(C(=O)Nc3ccccc3OC)c(C)c2c1=O	-0.1	19	5	i	-18	i	i	i	i	1	i
COc1ccc(OC)c(NC(=O)Cn2c(=O)oc3ccccc32)c1	0.2	3	-3	i	0	i	i	i	i	1	i
Clc1ccc(-n2ncc3c(N4CCCCCC4)ncnc32)cc1	-2.3	78*	11	i	3	i	i	i	i	3	i
C/C(=N\NC(=O)C1CC1)c1ccccc1O	-0.1	-22	-1	i	-12	i	i	i	i	6	i
O=C(Nc1nc2c(F)cc(F)cc2s1)C1CC1	2.5	-107	-1	i	-48	i	i	i	i	-4	i
Cc1noc(C)c1C(=O)N1CCOCC1	0.1	9	1	i	-16	i	i	i	i	-8	i
COCCn1c(SCC(=O)NC2CCCCC2)nc2c(c1=O)SCC2	-0.1	0	1	i	-70	i	i	i	i	0	i
O=C(C1CC(c2ccc(F)cc2)=NO1)N1CCc2ccccc2C1 (stereo unspecified)	0.8	-17	-7	i	-7	i	i	i	i	5	i
CCCC(=O)Nc1cc(C)c(NC(=O)c2ccncc2)cn1	0.0	1	-7	i	-25	i	i	i	i	-4	i
SMILES	HIF act	aSyn 5UTR inh	SKKanGAS inh	TRPC6 act	KLF5 inhibitor	TRPC6 inh	MrgX1 antag	TRPC4 PAM	TRPC4 agonist	IEC-6 cytotox	TRPC4 inh
C[C@H]1CCC(=O)N([C@H](CC#N)Cc2ccccc2)CC1	1.1	-2	4	i	-3	i	i	i	i	0	i
O=C(Cc1nnc(NC(=O)c2ccccc2)s1)N/N=C/c1cccc(O)c1	-18	7	7	i	-21	i	i	i	i	1	i
Cc1cc(NC(=O)c2cc([N+](=O)[O-])cc([N+](=O)[O-])c2C)no1	0.3	-15	-3	i	0	i	i	i	i	3	i
Cn1cccc1C(=O)C(=O)Nc1ccccc1C(F)(F)F	-36	-130	-6	i	-22	i	i	i	i	-2	i
CCc1ccc(NC(=O)CN2CCCN(S(=O)(=O)c3ccc(F)cc3)CC2)cc1	-0.2	-19	14	i	1	i	i	i	i	1	i
COc1cc(C)c(CN2CCC(n3nccc3NC(=O)C3CCOC3)CC2)cc1C (stereo unspecified)	-0.1	-14	1	i	-11	i	i	i	i	0	i
Cc1cc(NC(=O)Cn2nc(C(F)(F)F)c3c2CCC3)no1	-0.3	-14	1	i	-16	i	i	i	i	1	i
CC(=O)Nc1ccc(OCC(O)CN2CCN(S(=O)(=O)c3ccc(NC(C)=O)cc3)CC2)cc1 (stereo unspecified)	-0.2	2	3	i	-48	i	i	i	i	0	i
CSCCC(NC(=O)c1ccc(Cl)cc1)C(=O)OCC(=O)Nc1ccc(C#N)cc1 (stereo unspecified)	0.8	1	0	i	-14	i	i	i	i	-2	i
COCC(C)NC(=O)/C=C/c1ccc(OC)cc1 (stereo unspecified)	0.6	7	3	i	-34	i	i	i	i	-2	i
COC(=O)c1cn(CC(=O)NC2CCCCC2)c2ccccc12	-0.3	1	6	i	-30	i	i	i	i	1	i
Cc1ccc([N+](=O)[O-])c(OCCN2CCCCCC2)c1	0.1	-9	-6	i	-15	i	i	i	i	9	i
CC(C)Oc1cc(NC(=O)CS(=O)(=O)CC(=O)N(C)C)c(Cl)cc1Cl	0.3	5	-14	i	-5	i	i	i	i	2	i
CCOc1ccc(/C=N/NC(=O)CC(=O)NCc2ccccc2)cc1	1.1	14	-3	i	0	i	i	i	i	5	i
CCOC(=O)NC1C=CS(=O)(=O)C1 (stereo unspecified)	-0.4	-7	-2	i	3	i	i	i	i	0	i
CN(C)c1ccc(C(CNC(=O)c2ccccc2Br)c2c[nH]c3ccccc23)cc1 (stereo unspecified)	0.1	1	9	i	-25	i	i	i	i	-1	i
COc1ccc(OCc2cc(C(=O)N(C)C3CCOC3)no2)c(Cl)c1 (stereo unspecified)	1.3	-28	-1	i	-15	i	i	i	i	-5	i
CCc1ccc(N(CC(=O)NC2CCCCC2)C(=O)CNC(=O)c2ccco2)cc1	-0.7	6	-1	i	-15	i	i	i	i	-6	i
CS(=O)(=O)N1CCC(C(=O)NCCC2=CCCCC2)CC1	-0.2	28	-6	i	-12	i	i	i	i	-4	i
